From PubChem
EP2 modulator: EP2 receptor modulators, cAMP readout, primary screen, cell-based, HTRF cAMP, PGE2 stimulation. Prostaglandin E2 receptor EP2 subtype (Homo sapiens), P43116. EP2-expressing cells, cAMP HTRF FRET, PGE2 co-stimulation. induction, % at 25 µM. 260,000 tested, 0.83% active;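 active = compounds whose cAMP rise, as percent of the full-agonist control response, exceeds 60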;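 also: rat C6 glioma line stably carrying human EP2 under a CMV promoter; the protocol text gives 20 µM as final concentration; 100% = response of wells given 1 µM PGE2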
NPY Y1 blocker: NPY-Y1 receptor antagonists, primary screen, cell-based. Neuropeptide Y receptor type 1 (Homo sapiens), P25929. inhibition, % at 3.6 µM. HEK293-CNG Y1 cells, membrane potential fluorescence; NPY at EC95, then isoproterenol. 200,000 tested, 1% active;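 active = inhibition above the campaign mean inhibition of all tested compounds plus 3 SD, cut at about 20% in these data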;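 also: 0% = DMSO wells given NPY plus isoproterenol and 100% = isoproterenol alone without NPY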
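System: HEK293 cells with Y1 receptor plus CNG channel / Probe or stimulus: NPY 25 nM then isoproterenol 1 µM plus Ro 20-1724 25 µM / Compound: one concentration, 3.6 µM, in 0.4% DMSO / Schedule: compound incubation 1 h at room temperature, readout 45 min post-stimulation / Measured by: membrane potential fluorescence / Read-out: % inhibition of NPY effect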
S1P4 ag: S1P4 receptor agonists, primary screen, cell-based; Sphingosine 1-phosphate receptor 4 (Homo sapiens), O95977; S1P4-expressing cell line, agonist reporter assay; activation, % at 4.98 µM; 220,000 tested, 0.35% active; in the data active = activation above about 11%;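 also: 0% = DMSO vehicle and 100% = reference agonist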
p97 inhibitor: inhibitors of human p97 ATPase, primary screen, biochemical; recombinant p97 ATPase, Kinase-Glo ATP luminescence, 3 h; Transitional endoplasmic reticulum ATPase (Homo sapiens), P55072; AID 1481, 2009; inhibition, % at 8 µM; 220,000 tested, 0.42% active; in the data active = inhibition above about 15%;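 also: 0% = DMSO vehicle and 100% = wells lacking enzyme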
Target sequence (P55072 whole entry, looked up): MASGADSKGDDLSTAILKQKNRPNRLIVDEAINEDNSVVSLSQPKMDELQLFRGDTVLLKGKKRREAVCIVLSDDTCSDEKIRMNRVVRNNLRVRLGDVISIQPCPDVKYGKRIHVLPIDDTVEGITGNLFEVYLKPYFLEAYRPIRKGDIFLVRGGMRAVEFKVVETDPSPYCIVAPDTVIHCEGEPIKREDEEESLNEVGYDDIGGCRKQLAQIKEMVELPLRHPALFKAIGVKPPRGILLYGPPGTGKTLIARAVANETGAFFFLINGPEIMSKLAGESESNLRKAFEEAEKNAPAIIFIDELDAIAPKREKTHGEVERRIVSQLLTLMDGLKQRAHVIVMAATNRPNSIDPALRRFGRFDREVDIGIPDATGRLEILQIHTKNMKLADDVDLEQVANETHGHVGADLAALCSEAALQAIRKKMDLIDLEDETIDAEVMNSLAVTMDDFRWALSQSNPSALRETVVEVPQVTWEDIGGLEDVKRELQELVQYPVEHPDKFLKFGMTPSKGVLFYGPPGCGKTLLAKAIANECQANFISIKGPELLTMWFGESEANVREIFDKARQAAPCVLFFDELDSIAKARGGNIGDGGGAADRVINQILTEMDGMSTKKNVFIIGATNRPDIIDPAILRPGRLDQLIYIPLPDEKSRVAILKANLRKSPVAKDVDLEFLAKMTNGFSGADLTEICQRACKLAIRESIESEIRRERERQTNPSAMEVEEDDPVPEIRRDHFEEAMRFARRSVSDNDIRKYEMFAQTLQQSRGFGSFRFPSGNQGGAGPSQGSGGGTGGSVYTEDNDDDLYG
S1P4 antagonist: S1P4 receptor antagonists, primary screen, cell-based; Sphingosine 1-phosphate receptor 4 (Homo sapiens), O95977; S1P4-expressing cells, antagonist mode, reporter read-out; inhibition, % at 4.98 µM; 220,000 tested, 0.26% active; in the data active = inhibition above about 29%;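 also: 0% = wells stimulated with agonist and 100% = vehicle wells without agonist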
NPY2 pot ag: NPY-Y2 potentiators or agonists, primary screen, cell-based. cells expressing NPY-Y2, potentiator/agonist read-out. activation, % at 3.6 µM. 220,000 tested, 0.45% active. AID 1359, 2008; in the data active = activation above about 27%;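 also: cells stimulated with NPY near EC25 plus isoproterenol at EC100; 0% = vehicle plus submaximal agonist and 100% = vehicle plus saturating agonist; some results beyond the cut were filed as inactive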
eIF4E-4G inh: eIF4E–eIF4G protein interaction inhibitors, primary screen, biochemical, uHTS, TR-FRET, eIF4GI fragment; inhibition, % at 21.7 µM; AID 782, 2007; TR-FRET eIF4E-eIF4GI(517-606) binding, 2 h; 220,000 tested, 0.37% active;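 active = inhibition above about 30%, limit read from the data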;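 also: 0% = full FRET control wells and 100% = background wells lacking eIF4GI fragment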
PGE2 EP2 inh: human EP2 receptor antagonists, primary screen, TR-FRET cAMP, C6 glioma cells; Prostaglandin E2 receptor EP2 subtype (Homo sapiens), P43116; C6 glioma cells expressing human EP2; cells stimulated with saturating PGE2; inhibition, % at 25 µM; 260,000 tested, 0.52% active; AID 1422, 2008;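 active = percent inhibition above 40 after rounding to a whole number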;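 also: rat C6 glioma host cells with rolipram phosphodiesterase inhibitor present; the protocol text gives 20 µM as final concentration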
NPY-Y1 PAM-ag: NPY-Y1 receptor potentiators or agonists, primary screen, cell-based; Neuropeptide Y receptor type 1 (Homo sapiens), P25929; activation, % at 3.6 µM; AID 1304, 2008; 220,000 tested, 0.37% active; NPY-Y1 expressing cells, potentiator/agonist activation; in the data active = activation above about 33%, passing the limit was not always enough;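 also: cells stimulated with NPY at EC10 then isoproterenol at EC100; 0% = low agonist plus stimulus and 100% = saturating agonist plus stimulus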
* marks the source's active call; other numbers are inactive results; . = no result given; & = joins results of further samples; [ ] = remark or other dose.

SMILES	EP2 modulator	NPY Y1 blocker	S1P4 ag	p97 inhibitor	S1P4 antagonist	NPY2 pot ag	eIF4E-4G inh	PGE2 EP2 inh	NPY-Y1 PAM-ag
O=C(O)c1cccc(N/N=C/c2cn(-c3ccccc3)nc2-c2cccs2)c1	26.6	-4.1	0.6	0.9	-2.1	-8.8	0.9	24.1	-11.6
O=C(CSc1nnnn1C1CCCC1)NCCc1ccccc1	-2.5	.	-0.6	-2.7	-0.5	-20.8	-1.6	-0.6	-6.5
COc1ccc(Cc2nnc(NC(=O)C3CCCO3)s2)cc1OC (stereo not given)	13.2	1.8	-0.3	-0.6	-14.2	7.0	6.8	2.3	2.7
CC(C)CC(=O)Nc1ccnc(-c2ccncc2)n1	-64.3	-0.3	0.1	3.2	-2.2	7.7	0.7	2.9	-4.9
COc1ccc(C2N=C(Nc3ccc(C)cc3)Nc3nc(C)cc(=O)n32)cc1 (stereo not given)	21.9	0.9	1.2	-3.9	10.1	-13.9	-9.6	9.1	-0.6
C=C(C)c1cccc(C(C)(C)NC(=O)Nc2ccc(C(N)=O)cc2)c1	-55.5	0.7	0.3	8.4	-9.2	2.4	-3.0	18.9	4.9
COc1ccc(N2CCN(C(=O)Cn3cncn3)CC2)cc1	24.2	-0.7	0.8	4.5	-26.5	-8.1	3.0	2.8	-1.5
CCn1nc(C(=O)OCC(=O)NCCN2C(=O)CSC2=O)c2ccccc2c1=O	16.0	-1.1	0.9	-2.8	-7.0	-2.3	-6.2	10.1	0.1
O=C(COC(=O)c1cccc([N+](=O)[O-])c1)NCC1CCCO1 (stereo not given)	-23.6	-1.0	1.2	4.4	-13.6	5.0	-1.9	0.3	-2.1
CCOC(=O)C(C(=O)NCc1cccc(OC)c1)c1ncc(C(F)(F)F)cc1Cl (stereo not given)	9.0	6.4	0.9	-4.5	-8.3	-11.8	4.7[fluorescence artefact?]	9.0	2.5
Nc1ncnc(NCc2ccccc2)c1[N+](=O)[O-]	-9.5	0.0	1.3	3.1	-5.2	-4.2	-2.4[fluorescence artefact?]	13.2	3.5
CCN(CC)C(=O)Oc1ccc(NC(C)=O)cc1	12.2	0.0	0.6	0.1	-20.9	1.7	-5.7	8.3	-29.2
COC(=O)c1nnn(-c2ccc(F)c(Cl)c2)c1C(=O)OC	4.7	9.3	-3.8	-2.1	-2.9	-3.2	-5.5	9.6	-12.2
CCCc1nnc(NC(=O)CN2C(=O)C3C4C=CC(C4)C3C2=O)s1 (stereo not given)	25.8	-1.1	-4.6	-1.2	-29.3	0.5	-4.3	7.8	-14.6
COc1cc(/C=C2\SC(=O)N(CCNC(=O)c3cnc(C)cn3)C2=O)cc(OC)c1OC	-29.5	-1.8	-0.6	-0.5	-3.1	-9.1	2.8	4.5	-3.4
Cc1ccc(N2CCN(C(=O)N3CCOCC3)CC2)cc1C	-16.2	1.1	0.4	5.5	-20.5	0.6	2.7	8.7	-4.5
CCCN1Cc2cccc(C(=O)NC(CC(=O)OCC)c3ccc(OCC)c(OC)c3)c2C1=O (stereo not given)	-3.2	4.0	0.1	-2.0	-15.7	-21.1	-0.5	5.5	-12.2
Cc1cc(C)c2c(n1)sc1c(O)cc(=O)[nH]c12	18.6	4.3	-1.3	4.0	-13.5	-0.9	-1.9	10.3	-11.8
CC(CC(=O)Nc1ccccc1C(F)(F)F)c1ccccc1 (stereo not given)	-31.6	1.1	-1.1	4.5	-13.2	7.1	-3.3	8.5	-7.9
O=C(Nc1nc(-c2ccc(F)cc2)cs1)C1CCCO1 (stereo not given)	-8.7	-0.7	0.8	2.2	-8.9	-8.5	6.2	3.5	-12.4
O=C1CC(N2CCN(c3ccccc3F)CC2)C(=O)N1c1ccc2c(c1)OCCO2 (stereo not given)	10.8	0.8	-1.0	0.1	-13.1	-10.2	-3.7	13.0	-10.7
CC1(c2ccccc2)CC(C)(C)N(C(=O)C2CCCO2)c2ccccc21 (stereo not given)	68.9*	26.7*	-2.4	-2.3	-5.2	-4.5	-11.7	-1.1	-25.0
CC(=O)Nc1nc(C)c(-c2csc(Nc3ccc(S(N)(=O)=O)cc3)n2)s1	-47.1	.	0.2	12.3	5.7	-4.4	-5.7	19.6	2.3
O=C(Cc1ccccc1)Nc1ccc(N2CCOCC2)cc1N1CCOCC1	7.0	-6.5	0.5	-1.5	-1.9	1.8	1.8	6.8	7.3
COC(=O)c1cc(NC(=O)C2CC=CCC2C(=O)O)cc(C(=O)OC)c1 (stereo not given)	11.9	-5.4	-1.6	1.6	-5.5	12.4	-0.3	15.1	-14.7
O=C(Nc1ccc(N2CCCC2)c(Cl)c1)c1ccc(Br)o1	-42.7	-6.2	-0.2	6.2	3.7	0.1	4.4	10.8	6.2
CCOC(=O)c1cc(NC(=O)c2cc(C)on2)cc(C(=O)OCC)c1	14.2	-1.7	0.0	12.2	-5.7	8.4	4.6	7.9	-8.6
CCOCCn1c(SCc2ccc(C)cc2)nc2c1c(=O)[nH]c(=O)n2C	29.5	3.6	0.0	-3.7	-12.7	-7.3	-3.9	9.2	-11.2
CN(/C=C/C(=C\C=[N+](C)c1ccccc1)OCCCS(=O)(=O)[O-])c1ccccc1	10.6	0.8	0.5	0.1	8.6	-1.9	7.2	7.5	16.7
COc1ccc(NC(=O)C2CCCN2C(=O)NCc2ccccc2)cc1OC (stereo not given)	1.3&26.2	-2.2	-3.7	5.8	-3.2	19.9	2.2[fluorescence artefact?]	10.2&2.6	4.2
CCn1c(C(C)NC(=O)c2ccc(OC)c(OC)c2)nc2ccccc21 (stereo not given)	24.2	6.2	0.3	4.0	-8.9	-8.0	4.7[fluorescence artefact?]	4.0	-11.7
CC1(C)CC(=O)C(C2c3ccccc3Oc3ccccc32)C(=O)C1	13.4	-4.5	0.9	5.7	-15.8	5.2	17.7	4.4	5.5
Cc1ccc(CNC(=O)CSCc2ccccc2)cc1	23.7	2.2	-0.6	1.6	-9.8	7.6	-3.8	12.7	-9.6
Cc1nnc(SCC(=O)N2CCCCC2)n1CC1CCCO1 (stereo not given)	24.3	2.4	-0.8	5.7	-13.9	7.6	-2.1	8.5	9.5
COc1ccc2c(c1OC)C(=O)N(c1ccccn1)C2	7.4	-3.7	3.5	-7.0	-4.5	-1.2	4.1	11.3	1.5
Cn1c(SCc2ccccc2F)nnc1-c1cnccn1	13.9	6.2	1.9	2.1	-12.7	4.4	-0.1	11.2	0.8
COc1ccc(CCNC(=O)CSc2ccc(Br)cc2)cc1OC	-13.6	5.6	2.6	3.0	-12.6	-9.8	-2.3	2.4	-4.6
O=C(OCC(=O)N1CCc2ccccc21)c1ccccc1	11.3	2.2	1.2	-5.9	8.8	-4.2	1.8	5.7	-9.3
COC(=O)N/N=C/c1cn(CC(C)COc2ccccc2)c2ccccc12 (stereo not given)	-8.7	3.1	-3.8	-6.3	-0.2	-2.4	0.3	7.3	27.6
O=C(COc1ccc([N+](=O)[O-])cc1)Nc1ccc(C(=O)Nc2ccccc2C(=O)O)cc1	-72.4	0.8	-2.3	1.4	-5.8	-3.0	2.4	8.7	3.0
Cn1c(NC(=O)/C=C/c2ccc(Cl)c(Cl)c2)cc(=O)n(C)c1=O	-5.4	2.6	-1.3	3.1	-7.0	-4.5	2.5[fluorescence artefact?]	7.8	11.7
O=C(CS(=O)CC(=O)N(CC(=O)NC1CCCC1)C1CCCC1)Nc1ccc(F)cc1 (stereo not given)	14.1	-7.7	5.0	1.1	-19.7	2.5	-0.6	0.2	6.0
COc1nc(-c2ccccc2)ccc1-c1noc(-c2cccnc2)n1	28.8	-1.3	0.8	-5.3	-1.1	-7.2	-12.7	10.8	-9.3
COc1ccc(C(=O)NNC(=O)c2cc3cc([N+](=O)[O-])ccc3oc2=O)cc1OC	15.4	5.7	2.0	5.5	-24.1	4.1	2.1[fluorescence artefact?]	5.8	5.9
Cc1ccc(C)c(N2CCN(C(=O)CN3C(=O)c4ccccc4C3=O)CC2)c1	3.8	8.6	0.9	0.8	-15.7	10.6	-6.8	8.9	-16.1

Reprinted at random: three records from the list
SMILES	EP2 modulator	NPY Y1 blocker	S1P4 ag	p97 inhibitor	S1P4 antagonist	NPY2 pot ag	eIF4E-4G inh	PGE2 EP2 inh	NPY-Y1 PAM-ag
COc1cc(/C=C2\SC(=O)N(CCNC(=O)c3cnc(C)cn3)C2=O)cc(OC)c1OC	-29.5	-1.8	-0.6	-0.5	-3.1	-9.1	2.8	4.5	-3.4
COc1ccc(C2N=C(Nc3ccc(C)cc3)Nc3nc(C)cc(=O)n32)cc1 (stereo not given)	21.9	0.9	1.2	-3.9	10.1	-13.9	-9.6	9.1	-0.6
CN(/C=C/C(=C\C=[N+](C)c1ccccc1)OCCCS(=O)(=O)[O-])c1ccccc1	10.6	0.8	0.5	0.1	8.6	-1.9	7.2	7.5	16.7

Next structures.
SMILES	EP2 modulator	NPY Y1 blocker	S1P4 ag	p97 inhibitor	S1P4 antagonist	NPY2 pot ag	eIF4E-4G inh	PGE2 EP2 inh	NPY-Y1 PAM-ag
CN(C)/C=C/C(=O)c1ccc(Br)cc1	18.7	4.9	1.3	0.8	-3.1	14.1	-1.8	5.8	7.0
C=C(C)CN1C(=O)C(=O)N(CC(=C)C)C1=O	24.5	.	-2.2	3.4	-2.7	14.3	-0.6	3.4	9.2
CCCc1nn(-c2cc(Cl)ccc2OC)c2c1C(=O)CC(C)(C)C2	10.1	5.0	1.2	-3.2	-26.7	-6.7	-1.7	7.9	9.2
O=C1ON=C(c2ccccc2)/C1=C/c1ccc(-c2ccccc2[N+](=O)[O-])o1	-90.0	-3.6	-0.6	5.6	-6.5	-6.2	5.2	29.5	-6.5
Cc1ccc(NC(=O)C(C)N2C(=O)c3ccccc3C2=O)nc1 (stereo not given)	8.7	-4.0	-1.6	3.8	6.7	-11.1	3.2	5.1	-31.7
CCN(C(=O)c1ccc(C(C)(C)C)cc1)c1nnc(Cn2nnc3ccccc32)s1	23.0	31.1*	-1.3	-11.3	8.8	-64.2	-0.7	21.7	-99.1
O=C1NCCCc2c1oc1ccc(O)cc21	2.9	-3.4	0.4	-1.9	-18.6	3.6	-0.8	4.3	9.7
NC(=O)c1cccc(S(=O)(=O)N2CCCCC2)c1	0.7	0.2	0.7	-1.3	-39.0	7.0	-7.1	4.3	5.2
COc1ccc(OCC(=O)Nc2cccc3ncccc23)cc1	3.0	-2.5	0.4	-2.5	-13.2	3.0	6.5	13.9	-11.8
O=S(=O)(Nc1ccncc1Cl)c1cccc(Cl)c1Cl	-4.1	.	1.1	7.9	-1.9	11.8	-0.4	5.7	1.0
Cc1ccc(S(=O)(=O)Nc2nc(C)cc(N/N=C/c3ccc(O)cc3)n2)cc1	8.2	3.0	0.1	-1.4	-18.8	7.4	6.3[fluorescence artefact?]	6.8	7.6
COC(=O)c1ccc(OCc2cc(=O)n3ccsc3n2)cc1	42.8	9.1	0.0	3.5	-5.0	-9.9	5.7	3.8	-8.8
CC(/C=C/c1ccccc1)=N\NC(=O)CCc1ccccc1	-38.2	-0.7	0.3	1.6	-25.0	-0.6	-0.8	12.7	1.7

Not all compounds are listed; rates above refer to the full screens.
